Source: PubChem BioAssay
MC4R ag barr: agonists of human melanocortin 4 receptor (MC4R) beta-arrestin. U2OS MC4R beta-arrestin complementation, luminescence; percent of melanotan II response, DMSO zero. activation, % at 8.9 µM. 0.98% of 360,000 active;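 active = activation above a per-plate cutoff, the mean activation of sample wells on that plate plus 3 SD, cut at about 8% in these data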
PDI inh: blocks human protein disulfide isomerase activity. P07237. PDI insulin aggregation turbidity, A650, 90 min. inhibition, % at 10 µM. 0.052% of 350,000 active. AID 588391;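 active = mean inhibition across replicates of 30% or more, whatever share of single replicates reach that level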;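 note: absorbance from insulin aggregation driven by PDI reduction with DTT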
MC4R antagonist: human MC4R antagonism in cAMP assay | P32245 | MC4R-expressing cells, MTII-stimulated cAMP, LANCE TR-FRET | inhibition, % at 6.5 µM | 0.48% of 360,000 active;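 active = inhibition above its plate's cutoff, the mean of tested wells on that plate plus 3 SD, cut at about 29% in these data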;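 note: 0% = Melanotan II alone and 100% = Melanotan II plus saturating MCL0020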
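material = U2OS cells stably expressing human melanocortin 4 receptor (MC4R) | also added = Melanotan II challenge | dosing = single nominal compound dose of 6.5 µM | detection = TR-FRET with Eu-cAMP and labeled anti-cAMP, 671 nm | replication = singlicate | timing = compound 30 min, challenge 1 h, detection 1 h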
ABHD5 PLIN5 PPI: blocks binding of human ABHD5 to perilipin-5; Split G. princeps luciferase complementation, luminescence, 4 h; inhibition, % at 4 µM; 0.78% of 360,000 active;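 active = inhibition above the mean inhibition across every tested compound plus 3 SD, cut at about 22% in these data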;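 note: 0% = DMSO only wells and the 100% control is not disclosed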
HTR2A ag: agonists of mouse serotonin 5-HT2A receptor (HTR2A) | P35363 | CHO-K1 mHTR2A beta-arrestin complementation, luminescence; percent of 30 µM serotonin response | activation, % at 7.6 µM | 0.66% of 360,000 active | AID 624169;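 active = activation above a run cutoff, the mean activation of all tested compounds plus 3 SD, cut at about 14% in these data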;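 note: 0% = plate median of compound wells and 100% = 30 µM serotonin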
ABCB6 inh MLPCN: inhibitors of human ABC transporter ABCB6; K562-ABCB6 porphyrin accumulation, flow cytometry, 1 h; active compounds read low; fluorescence ratio to DMSO, % at 10 µM; 0.19% of 360,000 active; AID 602162;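 active = fluorescence ratio to DMSO below 75%, the collection mean minus 3 SD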;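 note: signal is porphyrin accumulated inside mitochondria; 100% equals median channel fluorescence of DMSO control wells; lower ratio means ABCB6 inhibition with less porphyrin fluorescence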
Target sequence (Q9NP58 whole entry, looked up): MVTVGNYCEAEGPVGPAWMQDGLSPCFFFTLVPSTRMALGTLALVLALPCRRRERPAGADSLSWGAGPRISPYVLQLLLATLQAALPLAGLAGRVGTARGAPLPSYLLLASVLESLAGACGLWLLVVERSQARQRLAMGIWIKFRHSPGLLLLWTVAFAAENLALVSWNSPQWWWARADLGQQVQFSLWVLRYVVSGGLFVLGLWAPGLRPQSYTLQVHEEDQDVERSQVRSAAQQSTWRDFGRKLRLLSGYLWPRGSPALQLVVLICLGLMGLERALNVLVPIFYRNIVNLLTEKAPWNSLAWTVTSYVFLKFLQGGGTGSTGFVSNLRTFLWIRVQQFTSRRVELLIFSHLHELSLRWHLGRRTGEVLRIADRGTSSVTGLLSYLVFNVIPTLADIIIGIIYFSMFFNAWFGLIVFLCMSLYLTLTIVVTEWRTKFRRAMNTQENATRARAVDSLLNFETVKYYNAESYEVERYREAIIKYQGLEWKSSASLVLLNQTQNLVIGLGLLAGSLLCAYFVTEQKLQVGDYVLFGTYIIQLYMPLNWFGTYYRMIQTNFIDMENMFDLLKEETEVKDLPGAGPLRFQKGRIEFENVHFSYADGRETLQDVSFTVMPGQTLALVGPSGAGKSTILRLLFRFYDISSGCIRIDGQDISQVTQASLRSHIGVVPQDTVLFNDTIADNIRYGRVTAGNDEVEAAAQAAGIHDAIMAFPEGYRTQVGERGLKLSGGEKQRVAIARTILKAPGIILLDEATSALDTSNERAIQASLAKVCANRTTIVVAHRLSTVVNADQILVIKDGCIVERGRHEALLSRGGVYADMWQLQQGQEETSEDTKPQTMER
CaV13 ICDI inh: Disruptors of the CACNA1D IQ motif to Ca2+-dependent inactivation inhibitor domain association, primary screening, Förster resonance energy transfer in intact living …; inhibition, % at 12.3 µM; 0.098% of 340,000 active; AID 743397; HEK cells, CFP/YFP FRET ICDI-IQ, plate reader, 10 min; percent FRET-ratio fall versus neutral wells;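 active = mean replicate inhibition of at least 30% and at least 1% of replicates passing that level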;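 note: 0% = median of the neutral control wells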
Exocytosis inh: blocks lytic granule exocytosis. inhibition, % at 10 µM. 0.66% of 360,000 active. TALL-104 LAMP-1 surface exposure, flow cytometry; cells stimulated with thapsigargin and PMA. AID 651702;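 active = inhibition above about 55%, limit read from the data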
N-glyco inh: blocks N-linked glycosylation in D54 reporter cells. D54 ERlucT glycosylation luciferase reporter, 24 h; percent of 100 nM tunicamycin response. reporter increase, % at 12.5 µM. 0.23% of 360,000 active;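 active = mean luciferase reporter signal, scaled so untreated is 0 and the glycosylation-blocking control 100, at or above a set limit in every replicate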;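 note: luciferase carries N-glycosylation sites so blocking glycosylation raises the light; 0% = median of neutral control wells and 100% = median of 100 nM tunicamycin wells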
H9c2 protect: modulators protecting cardiomyocytes from myocardial damage; 0.63% of 360,000 active; H9c2 cardiomyocytes, H2O2 injury protection, ATPLite, 2 h; protection from H2O2 cell death, % at 20 µM;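 active = compounds giving at least 50% protection of heart cells from peroxide-induced death in the single-dose screen, raw or plate-pattern-corrected value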;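 note: 0% = DMSO wells with peroxide and 100% = DMSO wells without peroxide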
Active calls of the source: *; nt = not tested or not shown.

SMILES	MC4R ag barr	PDI inh	MC4R antagonist	ABHD5 PLIN5 PPI	HTR2A ag	ABCB6 inh MLPCN	CaV13 ICDI inh	Exocytosis inh	N-glyco inh	H9c2 protect
Cc1nn(Cc2c(F)cccc2Cl)c(C)c1[N+](=O)[O-]	4.6	0	-5	1	2	101	7	-7	0	10
CC1CCCCC1NC(=O)COC(=O)COc1ccccc1Cl (centres undefined)	0.7	-1	6	-4	0	104	-4	2	3	-3
O=C(C(Cl)Cl)N1CCN(Cc2ccc3c(c2)OCO3)CC1	-3.1	-2	5	5	1	97	6	-1	0	5
Cc1cc(C)nc(/N=C(\N)Nc2ccc(OCCC(C)C)cc2)n1	1.4	-7	-2	10	-3	95	9	30	48*	-19
CCn1c(CSc2nc3ccccc3s2)nnc1SCC(=O)OC(C)(C)C	0.1	12	6	3	0	96	-11	-2	-5	1
O=C(CN(CCc1ccccc1)S(=O)(=O)c1ccc(Cl)cc1)N/N=C/c1ccc2c(c1)OCO2	25*	-7	7	-3	2	98	-4	12	-5	-5
COc1ccc(S(=O)(=O)N2CCCC(C(=O)N3CCCC3)C2)cc1OC (centres undefined)	-0.7	6	0	10	-6	101	nt	0	-2	-1
C=CCn1c(SCc2ccc(C(=O)NCCO)cc2)nc2ccccc2c1=O	0.3	6	6	7	-6	101	-20	-12	-1	1
CCOC(=O)C1=C(C)N(C)C(=O)C1CC(=O)O (centres undefined)	-0.4	-4	-4	5	-1	90	-4	-2	1	-2
Cc1cccc2cc(CN(Cc3nnnn3C3CCCCC3)C3CCCC3)c3nnnn3c12	0.2	4	-1	-3	-1	97	-5	10	-1	10
COc1ccc(OC)c(/C=N/NC(=O)CCCC(=O)Nc2cccc(Br)c2)c1	0.5	2	14	4	2	100	-8	-2	3	-6
Cc1ccc2n(n1)c(=O)c(Cc1ccccc1)c([O-])[n+]2-c1ccccc1	0.9	1	13	4	0	96	-10	-1	2	18

Compound profiles, as listed above. Values in the order: MC4R ag barr, PDI inh, MC4R antagonist, ABHD5 PLIN5 PPI, HTR2A ag, ABCB6 inh MLPCN, CaV13 ICDI inh, Exocytosis inh, N-glyco inh, H9c2 protect
Cc1nn(Cc2c(F)cccc2Cl)c(C)c1[N+](=O)[O-] as listed: 4.6, 0, -5, 1, 2, 101, 7, -7, 0, 10
Cc1cc(C)nc(/N=C(\N)Nc2ccc(OCCC(C)C)cc2)n1 as listed: 1.4, -7, -2, 10, -3, 95, 9, 30, 48*, -19
O=C(CN(CCc1ccccc1)S(=O)(=O)c1ccc(Cl)cc1)N/N=C/c1ccc2c(c1)OCO2 as listed: 25*, -7, 7, -3, 2, 98, -4, 12, -5, -5
CCn1c(CSc2nc3ccccc3s2)nnc1SCC(=O)OC(C)(C)C as listed: 0.1, 12, 6, 3, 0, 96, -11, -2, -5, 1

Next part.
SMILES	MC4R ag barr	PDI inh	MC4R antagonist	ABHD5 PLIN5 PPI	HTR2A ag	ABCB6 inh MLPCN	CaV13 ICDI inh	Exocytosis inh	N-glyco inh	H9c2 protect
COc1ccc(NC(=O)CN(C)C(=O)Cc2c[nH]c3ccccc23)cc1	-1.0	1	5	-2	7	105	-2	6	-2	4
COc1cc(C(c2c(C)[nH][nH]c2=O)c2c(C)[nH][nH]c2=O)cc(OC)c1OC	0.0	-6	12	-17	6	97	-4	-2	1	4
Cc1csc2nc(CNC(=O)CCC(=O)O)cn12	-0.5	nt	0	3	6	96	9	2	2	9
Nc1c(Cl)c(Cl)nc(C(=O)OCC(=O)NCc2ccccc2)c1Cl	-2.8	4	8	2	-5	102	-2	0	3	4
COc1ccc(NC(=O)C2CCC(CNc3c(N4CCOCC4)c(=O)c3=O)CC2)cc1Cl (centres undefined)	0.7	-41	-17	-6	-4	94	-5	-4	1	3
O=C(Nc1ccccc1C(=O)N1CCOCC1)C1CC(=O)N(C2CCCC2)C1 (centres undefined)	-2.4	11	6	5	7	102	-9	-2	2	-5
C=CCc1c(C)nc(-c2ccccc2)nc1N/N=C/c1ccncc1	-1.0	7	17	-4	2	97	1	16	-9	-9
NC(=O)c1cccc(-c2coc3c(C(=O)NC4CCCCC4)cccc23)c1	-0.4	4	14	5	1	97	-11	0	-1	-8
Cc1cc(O)cc2c1C(c1ccc(F)cc1)CC1(CC(C)(C)NC(=S)N1)O2 (centres undefined)	-1.6	2	10	-4	4	99	nt	2	-4	-1
Cc1cc(C)n(/N=C/c2cc([N+](=O)[O-])ccc2O)c(=O)c1	-2.9	-6	9	2	-4	100	0	3	3	5
COc1ccccc1NS(=O)(=O)c1cc(NC(=O)CCNC(C)=O)ccc1N1CCCCC1	-1.0	13	3	1	-6	95	-6	-8	1	2
COc1ccc2c(c1)[C@H]1[C@H](CO2)[C@H](c2ccccc2)[C@]2(C)C(=O)Nc3ccc(F)cc3C(=O)N12	2.3	-2	11	-16	5	99	-12	22	51*	-6

Part of the list above in order of number of heavy atoms, smallest number first:
SMILES	MC4R ag barr	PDI inh	MC4R antagonist	ABHD5 PLIN5 PPI	HTR2A ag	ABCB6 inh MLPCN	CaV13 ICDI inh	Exocytosis inh	N-glyco inh	H9c2 protect
CCOC(=O)C1=C(C)N(C)C(=O)C1CC(=O)O (centres undefined)	-0.4	-4	-4	5	-1	90	-4	-2	1	-2
Cc1cc(C)n(/N=C/c2cc([N+](=O)[O-])ccc2O)c(=O)c1	-2.9	-6	9	2	-4	100	0	3	3	5
C=CCn1c(SCc2ccc(C(=O)NCCO)cc2)nc2ccccc2c1=O	0.3	6	6	7	-6	101	-20	-12	-1	1
COc1ccc(NC(=O)C2CCC(CNc3c(N4CCOCC4)c(=O)c3=O)CC2)cc1Cl (centres undefined)	0.7	-41	-17	-6	-4	94	-5	-4	1	3
COc1ccc2c(c1)[C@H]1[C@H](CO2)[C@H](c2ccccc2)[C@]2(C)C(=O)Nc3ccc(F)cc3C(=O)N12	2.3	-2	11	-16	5	99	-12	22	51*	-6

The list goes on.
SMILES	MC4R ag barr	PDI inh	MC4R antagonist	ABHD5 PLIN5 PPI	HTR2A ag	ABCB6 inh MLPCN	CaV13 ICDI inh	Exocytosis inh	N-glyco inh	H9c2 protect
CCNc1ccc(C2(O)C(=O)c3ccccc3C2=O)cc1	0.4	2	21	-3	2	94	-6	1	-1	3
CSc1ccc(S(=O)(=O)NCC(=O)OC(C)C(=O)NCc2ccccc2)cc1[N+](=O)[O-] (centres undefined)	0.3	11	5	-2	0	87	-13	-3	-1	20
C/C(O)=C(/C#N)c1nc2ccccc2[nH]1	-0.3	5	3	8	5	93	nt	5	5	-1
Cc1ccc(C(=O)N/N=C/c2ccc(S(=O)(=O)O)o2)c(Cl)c1	-1.3	4	4	3	-1	91	nt	1	2	-2
CC(=O)c1cc2c(cc1NC(=O)C1CN(C(C)=O)c3ccccc3O1)OCO2 (centres undefined)	-1.6	-1	4	-5	10	114	-6	-14	5	23
CCOc1ccc(OCc2ccc(C(=O)N3CCc4ccccc4C3)o2)cc1	0.8	1	3	6	15*	102	-7	-3	-1	0
CCCN(CC(=O)Nc1ccc(Cl)cc1Cl)C(=O)/C=C/c1ccco1	-1.9	-12	-3	5	0	94	-14	-4	2	-4
CCCc1cc(C(=O)N2CCCC(C(=O)c3cccc4ccccc34)C2)n(C)n1 (centres undefined)	0.5	10	15	5	4	93	-2	-2	1	-2
CN(CC(=O)Nc1ccccc1C(F)(F)F)C(=O)CSCc1ccccc1	-2.5	5	3	-4	3	93	-12	-4	1	-1
Cc1ccc(N2CCN(C(=S)c3ccc(-c4ccccc4[N+](=O)[O-])o3)CC2)cc1	-0.7	0	28	-10	-5	99	-4	-2	1	-14
COc1cc(OC)cc(C(=O)N[C@H](C(=O)OCn2nnc3ccccc3c2=O)C(C)C)c1	-2.3	2	16	-3	1	97	-1	3	3	9
COc1ccc(CN(C)CC(=O)Nc2ccc(SC(F)F)cc2)cc1OC	1.1	-4	3	5	-5	100	-18	5	-4	-16
O=C1C(=O)N(CCO)C(c2ccccc2)/C1=C(\O)c1ccccc1 (centres undefined)	-1.1	1	2	-2	-6	97	2	5	0	2
CCN(CC(=O)Nc1ccc(N2CCOCC2)cc1)CC(=O)NC(C)(C)C	0.9	12	5	-6	-1	94	-6	1	-1	-1
CC1(/[N+]([O-])=C/c2ccccc2F)CCCCC1=O (centres undefined)	-0.5	-8	19	0	1	104	1	-1	2	-5
O=C(Nc1ccccc1C(=O)Nc1ccccn1)c1ccccc1F	-0.2	7	9	2	5	96	-3	-9	0	11
CC1CCCC(NC(=O)c2ccc3c(c2)N(Cc2ccccc2)C(=O)CS3=O)C1C (centres undefined)	-0.4	nt	9	-2	3	104	-2	2	-3	-3
O=C(Nc1cccc2nsnc12)c1ccc(-c2cccc(Cl)c2)o1	1.8	13	11	14	16*	126	-6	92*	2	9
COc1ccc(CCNC(=O)COC(=O)c2cncc(Br)c2)cc1OC	0.5	-3	6	1	1	95	-5	-12	3	1
CCN1CCN(S(=O)(=O)c2ccc(S(=O)(=O)NCC3CCCO3)cc2)CC1 (centres undefined)	-1.0	6	8	3	8	98	-7	0	0	2
CCN1CCN(CC(=O)Nc2ccc3c(c2)OCO3)C(=O)C1=O	1.4	-1	5	1	23*	104	-6	0	1	-13
